KCNH2 WT inh: blocks the wildtype human KCNH2 potassium channel; Q12809; U2OS, BacMam KCNH2, thallium flux FluxOr; active compounds read low; activity change, % at 1.84 µM; hit rate 0.37% among 340,000; AID 720551;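 active = maximum activity change below -70%; inconclusive = maximum activity change between -70% and -50%; inactive = maximum activity change above -50%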
Target sequence (Q12809 whole entry, looked up): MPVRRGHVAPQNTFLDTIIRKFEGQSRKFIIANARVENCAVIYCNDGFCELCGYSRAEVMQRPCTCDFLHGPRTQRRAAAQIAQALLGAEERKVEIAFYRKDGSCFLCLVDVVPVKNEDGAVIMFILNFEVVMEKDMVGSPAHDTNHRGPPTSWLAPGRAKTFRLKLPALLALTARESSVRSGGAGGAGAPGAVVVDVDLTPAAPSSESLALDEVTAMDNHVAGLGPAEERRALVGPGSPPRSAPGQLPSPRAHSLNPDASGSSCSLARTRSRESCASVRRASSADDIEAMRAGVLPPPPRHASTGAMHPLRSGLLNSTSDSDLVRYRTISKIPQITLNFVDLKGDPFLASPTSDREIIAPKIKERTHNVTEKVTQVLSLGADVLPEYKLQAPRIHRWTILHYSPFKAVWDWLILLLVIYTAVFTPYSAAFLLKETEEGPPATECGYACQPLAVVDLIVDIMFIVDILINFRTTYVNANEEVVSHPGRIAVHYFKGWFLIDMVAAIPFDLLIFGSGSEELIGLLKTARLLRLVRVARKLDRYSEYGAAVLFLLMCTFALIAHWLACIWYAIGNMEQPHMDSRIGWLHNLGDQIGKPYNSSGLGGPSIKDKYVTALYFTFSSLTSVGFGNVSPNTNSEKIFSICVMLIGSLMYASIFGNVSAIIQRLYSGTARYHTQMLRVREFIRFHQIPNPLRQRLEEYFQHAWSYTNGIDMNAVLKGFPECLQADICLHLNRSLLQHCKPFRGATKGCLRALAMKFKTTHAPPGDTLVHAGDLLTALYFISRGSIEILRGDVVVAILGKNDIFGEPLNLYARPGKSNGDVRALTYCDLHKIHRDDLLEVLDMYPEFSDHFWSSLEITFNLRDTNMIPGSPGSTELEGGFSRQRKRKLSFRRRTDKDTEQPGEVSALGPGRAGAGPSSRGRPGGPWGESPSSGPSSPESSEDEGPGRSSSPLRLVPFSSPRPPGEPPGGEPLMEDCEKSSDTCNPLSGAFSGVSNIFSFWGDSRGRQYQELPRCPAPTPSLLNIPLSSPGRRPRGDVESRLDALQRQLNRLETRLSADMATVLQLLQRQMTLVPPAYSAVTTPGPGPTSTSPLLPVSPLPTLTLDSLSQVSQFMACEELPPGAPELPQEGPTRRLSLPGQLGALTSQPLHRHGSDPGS
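U2OS cells were transduced with wild-type KCNH2 virus (2.03 x 10^8 / mL) for 4 h at room temperature, then cultured overnight at 37 C. Thallium flux was read with FluxOr dye. Rate constants were normalized to DMSO controls.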
Starred values were filed as active, the others as inactive; ? = inconclusive. % is set by controls: 0 for no effect and ±100 for the full control effect. Not all compounds are listed. The share of hits here may be higher or lower than overall.

SMILES	KCNH2 WT inh
C#CCN(C[C@H]1[C@H](OC(=O)NCC2CCCCC2)[C@H](OC(=O)NCC2CCCCC2)C[C@H]2C(=O)N(c3ccccc3)C(=O)[C@@H]12)S(=O)(=O)c1ccc(C)cc1	-7.7
CCCCCCn1c(=O)n2n(c1=O)[C@@H]1CN(S(=O)(=O)c3ccc(C)cc3)C[C@]1(O)[C@@H](OC(=O)NCc1ccco1)C2	3.3
CCC1Oc2ccccc2N(CC(=O)N2CCCC2)C1=O (stereo not given)	12.8
CCC(Oc1ccccc1)C(=O)OCC(=O)Nc1c(C)nn(-c2ccccc2)c1C (stereo not given)	0.2
C[C@H](CO)N1C[C@H](C)[C@H](CN(C)S(=O)(=O)c2ccc(-n3cccn3)cc2)OCc2cnnn2CCCC1=O	-18.7
C[C@@H]1Cn2cnc(C(=O)NCC(=O)OC(C)(C)C)c2C(=O)N1	-4.0
C[C@@H]1CN([C@H](C)CO)C(=O)CCCn2nncc2CO[C@H]1CN(C)S(=O)(=O)c1ccccc1F	-2.5
OCC[C@@H]1C[C@H](O)[C@@H](O)[C@]2(OCCc3cc(C(F)(F)F)ccc32)O1	7.2
O=C(/C=C/c1ccccc1Cl)OCC(=O)N1CCc2ccccc21	2.1
N#CC(c1ccccc1)C(CC(=O)c1ccccc1)c1ccccc1 (stereo not given)	4.0
Cc1cc(NC(=O)COC(=O)c2ccc(Cl)cc2)no1	-8.1
Cc1onc(-c2ccccc2)c1NC(=O)OC(C)c1cccnc1 (stereo not given)	-9.9
C[C@@H]1CN([C@@H](C)CO)C(=O)CCCn2cc(nn2)CO[C@H]1CN(C)S(=O)(=O)c1cn(C)cn1	1.9
COc1ccc(C(C#N)=Cc2ccc(OC)c(OC)c2)cc1	-3.0
CC(C)CNC(=O)C(=O)NCC1OCCN1S(=O)(=O)c1cccs1 (stereo not given)	-2.7
CN1CCn2cnc(C(=O)NCc3ccccc3)c2C1=O	-1.4
COc1ccc(CN2C(=O)C(CC(=O)NC3CCCC3)CC(C(=O)N(C)C)=C2C)cc1 (stereo not given)	-11.0
C[C@@H]1CN([C@@H](C)CO)S(=O)(=O)c2ccc(Br)cc2O[C@@H]1CN(C)C(=O)C1CC1	21.3
CCCNC(=O)Cn1nc(-c2ccccc2OC)ccc1=O	8.9
Cc1ccnc(SC2CC(=O)N(c3ccccc3)C2=O)n1 (stereo not given)	-14.3
CN(CC(=O)Nc1cccc(S(=O)(=O)N(C)c2ccccc2)c1)Cc1cccs1	-0.2
Cc1cn([C@H]2C[C@H](O)[C@@H](CNCc3ccc(F)c(N4CCOCC4)c3)O2)c(=O)[nH]c1=O	-0.5
Cc1ccc(NC(=O)CSc2nnnn2C)cc1S(=O)(=O)N1CCCCC1	-13.0
CC1=C(C(=O)Nc2ccc(C(=O)NCCCN3CCCCC3C)cc2)SCCO1 (stereo not given)	10.7

Reprinted from the part before: 3 compounds; new compounds follow.
SMILES	KCNH2 WT inh
Cc1cn([C@H]2C[C@H](O)[C@@H](CNCc3ccc(F)c(N4CCOCC4)c3)O2)c(=O)[nH]c1=O	-0.5
Cc1ccc(NC(=O)CSc2nnnn2C)cc1S(=O)(=O)N1CCCCC1	-13.0
CC1=C(C(=O)Nc2ccc(C(=O)NCCCN3CCCCC3C)cc2)SCCO1 (stereo not given)	10.7
CCCCN1C[C@H](c2ccccc2)[C@@H](CC(=O)NC)C1=O	1.6
O=C(C[C@@H]1C[C@H]2c3cc(NC(=O)NC4CCCCC4)ccc3O[C@H]2[C@H](CO)O1)NC1CCCCC1	26.9
COc1ccc(NS(=O)(=O)c2cccc(C(=O)N3CCOCC3)c2)cc1	-0.5
COc1ccc(-c2csc(Nc3cccc(C)n3)n2)cc1OC	-4.9
COCC(=O)N(C)C[C@H]1Oc2cc(Br)ccc2S(=O)(=O)N([C@H](C)CO)C[C@H]1C	-13.2
COc1ccc(NC(=O)C[C@H]2C(=O)N(Cc3ccccc3)C[C@@H]2Cc2ccccc2)cc1	-13.8
CCCC(=O)N(Cc1cc2cc(OC)ccc2[nH]c1=O)c1ccccc1OC	-10.9
CCOc1ccccc1NC(=O)CN(c1ccc(OC)c(OC)c1)S(=O)(=O)c1ccc(C)cc1	-10.2
COc1ccc(C(=O)C=Cc2ccc3c(c2)OCO3)cc1OC	2.2
C/C=C/c1ccc2c(c1)O[C@H](CN(C)CC1CCOCC1)[C@@H](C)CN([C@H](C)CO)S2(=O)=O	-11.7
O=C(c1ccc(F)cc1)C1CCN(Cc2ccccc2F)CC1	11.0
C[C@H](CO)N1C[C@H](C)[C@@H](CN(C)C(=O)Nc2ccccc2F)Oc2cc(Br)ccc2S1(=O)=O	-2.4
O=C(CCNS(=O)(=O)c1ccc(Cl)cc1)NCCc1ccccc1	-8.5
CCCCCCN1C[C@@H](O)[C@H](n2cc(C3CC3)nn2)C[C@@H]1c1ccc(OC)cc1	-7.7
O=C(Nc1ccc(C(=O)O)cc1)/C(=C\c1ccco1)NC(=O)c1ccc(Br)cc1	-16.1
CN1CCN(c2ccncc2S(=O)(=O)N2CCCC2)CC1	6.3
Cc1ccc(S(=O)(=O)N2CC3(O)CN(C(=O)OC(C)C)N(C(=O)OC(C)C)CC3(OC(=O)NCc3ccco3)C2)cc1 (stereo not given)	-3.1
CSc1nsc(SC)c1-c1ccc(Cl)cc1	-17.2
CCCCCCNC(=O)O[C@@]12CN(S(=O)(=O)c3ccc(C)cc3)C[C@]1(O)Cn1c(=O)n(CCCCCC)c(=O)n1C2	3.0
C[C@H]1CNC(=O)c2c(C(=O)Nc3cccc(Cl)c3)ncn21	-21.4
O=C(CSc1nnc(COc2ccc(Cl)cc2)o1)Nc1nccs1	21.6
C[C@H](CO)N1C[C@H](C)[C@@H](CN(C)Cc2cccc(O)c2)OCc2cnnn2CCCC1=O	5.7
O=C1C=CN(C2OC(CO)C(O)C2O)C(=O)C1 (stereo not given)	-5.0
COC(=O)C=CSC(=S)C1CCCC1=N (stereo not given)	3.0
COC(=O)c1ccc(CNC(=O)c2ccc(OC)c(S(=O)(=O)NC3CC3)c2)cc1	-8.8
C[C@H]1CN([C@@H](C)CO)C(=O)c2cc(-c3ccccc3F)cnc2O[C@@H]1CN(C)C(=O)NC1CCCCC1	-15.5
O=C(Cc1ccc(Cl)cc1)N/N=C/c1ccc(O)c(O)c1	-1.9
CC1=C(C(=O)N2CCOCC2)CC(CC(=O)NC2CCCC2)C(=O)N1Cc1ccc(F)cc1 (stereo not given)	8.6
CC(=O)N(C)C[C@@H]1Oc2ncc(Br)cc2C(=O)N([C@H](C)CO)C[C@@H]1C	-5.7
COc1ccc(CCN2CC(C(=O)NCCCc3ccncc3)CCC2=O)cc1 (stereo not given)	1.3
COc1cc(C(C)=O)ccc1OC(=O)N1CCOCC1	6.7
Nn1c(SCC(=O)N2CCCC2)nnc1-c1cccs1	-1.9
O=[N+]([O-])c1ccc(CN2CC(N3CCCC3)CS2(=O)=O)cc1 (stereo not given)	-0.8
Cc1cccc(NC(=O)COC(=O)CN2C(=O)c3ccccc3C2=O)c1	-7.8
Cc1ccc2c(c1)c1c3n2CCN(CCC#N)C3CCC1 (stereo not given)	-12.1
COc1ccc(N2CCN(C(=O)COC(=O)c3nc(Cl)ccc3Cl)CC2)cc1	2.8
COc1ccc(OC)c(-c2nn(-c3ccccc3)cc2C(=O)NC2(C)CCS(=O)(=O)C2)c1 (stereo not given)	-7.5
CC12CCC(=O)N1C(C(=O)Oc1cccc(F)c1)CS2 (stereo not given)	-18.6
O=C(NCc1ccccc1F)C1CC(=O)N(Cc2ccco2)C1 (stereo not given)	-6.8
Cc1ccc(CN2CCC[C@]3(N[C@H](c4ccc(C)cc4)[C@@H]4C(=O)N(Cc5ccccc5)C(=O)[C@@H]43)C2=O)cc1	-1.3
CCOC(=O)C1CCc2c(ccc3ccccc23)N1CCC#N (stereo not given)	8.0
COc1ccc(S(=O)(=O)N2CCOCC2)cc1NC(=O)C1CC(=O)N(c2ccc3c(c2)OCCO3)C1 (stereo not given)	-9.3
CCOC(=O)N(C)C[C@@H]1OCc2cnnn2CCCC(=O)N([C@H](C)CO)C[C@@H]1C	-32.8
C[C@@H]1CN([C@H](C)CO)C(=O)CCCn2cc(nn2)CO[C@H]1CN(C)S(=O)(=O)c1ccc2ccccc2c1	-4.7
Cc1ccc([C@H]2C[C@@H](n3cc(COC(=O)c4ccccc4)nn3)[C@H](O)CN2C(=O)c2cccs2)cc1	-5.3
CN(CC1CCCN(CCc2ccc(Cl)cc2)C1)C(=O)c1ccco1 (stereo not given)	-37.1
Cc1ccc(OCC(=O)Nc2cc(Cl)ccc2-n2cncn2)c(C)c1	-1.1
COC(=O)C(CSCc1ccccc1)NC(=O)CCNC(=O)OCc1ccccc1 (stereo not given)	3.0
CCN1CCN(C(=O)c2ccc(CS(=O)(=O)Cc3ccccc3Cl)o2)CC1	-5.5
Cn1c(=O)n(C)c2cc(NC(=O)c3ccccc3)ccc21	-1.1
O=C1NC(Cc2ccccc2)c2nc3cc(F)ccc3c(=O)n2-c2ncccc21 (stereo not given)	0.5
Nc1ccn(CCCNC2CCN(Cc3ccccc3)CC2)c(=O)n1	-0.3
O=C1NC(Cc2ccccc2)c2nc3cc(Cl)ccc3c(=O)n2-c2ncccc21 (stereo not given)	3.6
CCC[C@H]1CN(c2ccc(Br)cc2)C(=O)[C@@H]1CC(=O)Nc1ccccc1	2.0
CC(C)[C@H](N)C(=O)N[C@H]1CCC2C3CC=C4C[C@@H](O)CC[C@]4(C)C3CC[C@@]21C (stereo not given in full)	-2.6
O=C(OCc1cn([C@H]2CN(C(=O)c3cccs3)[C@@H](c3ccc(Cl)cc3)C[C@@H]2O)nn1)c1ccccc1	10.4
C[C@@H]1CCCCO[C@H](CN(C)Cc2ccc(Cl)c(Cl)c2)[C@H](C)CN([C@@H](C)CO)C(=O)c2cc(NC(=O)Nc3ccc(F)cc3)ccc2O1	22.1
Oc1ccccc1C1=NC(c2ccccc2)NC(c2ccccc2)C1 (stereo not given)	0.4
O=C(COC(=O)c1c(F)cccc1F)Nc1cccc(S(=O)(=O)N2CCCCC2)c1	17.1
COc1ccccc1CCC(=O)Nc1ccc(S(=O)(=O)Nc2ncccn2)cc1	-9.7

Continuation.
SMILES	KCNH2 WT inh
O=C(COC(=O)Cc1c[nH]c2ccccc12)Nc1ccc(Cl)cc1	?
COCCn1c(=S)[nH]c2cc(C(=O)NCc3ccccc3)ccc2c1=O	13.2
COc1ccc(C(=O)OCc2cc(=O)oc3c(C)c(C)ccc23)cc1S(=O)(=O)N1CCOCC1	1.4
O=C(c1ccco1)N1CCC2CC1c1c(Cl)cccc12 (stereo not given)	-0.9
COc1ccc(C2CC(=O)C=C3c4ccc(OC)cc4CCC32)cc1 (stereo not given)	5.2
COc1ccccc1CC1CC(=O)N(c2ccc([N+](=O)[O-])cc2)C1=O (stereo not given)	12.9
COc1cccc(S(=O)(=O)N(C)C[C@H]2OCc3cnnn3CCCC(=O)N([C@H](C)CO)C[C@H]2C)c1	-10.8
N/C(Cc1ccc(Cl)cc1)=N\OC(=O)CCc1ccccc1	5.2
CCC/C=C/c1ccc(CN2C(CC(C)C)C(=O)N(Cc3cn(CCC4OCCCO4)nn3)CCS2(=O)=O)cc1 (stereo not given)	3.4
CC1(C)OC(=O)C2=C(CC(CCc3ccccc3)OC2c2ccccc2)O1 (stereo not given)	-1.3
O=C1OC(c2ccccc2)(c2ccccc2)c2ccsc21	3.0
Cc1ccc(C(=O)NC2CC(C)(C)NC(C)(C)C2)cc1S(=O)(=O)N1CCOCC1	-3.8

Overlap with the part before: 7 entries, then new ones.
SMILES	KCNH2 WT inh
COc1ccccc1CC1CC(=O)N(c2ccc([N+](=O)[O-])cc2)C1=O (stereo not given)	12.9
COc1cccc(S(=O)(=O)N(C)C[C@H]2OCc3cnnn3CCCC(=O)N([C@H](C)CO)C[C@H]2C)c1	-10.8
N/C(Cc1ccc(Cl)cc1)=N\OC(=O)CCc1ccccc1	5.2
CCC/C=C/c1ccc(CN2C(CC(C)C)C(=O)N(Cc3cn(CCC4OCCCO4)nn3)CCS2(=O)=O)cc1 (stereo not given)	3.4
CC1(C)OC(=O)C2=C(CC(CCc3ccccc3)OC2c2ccccc2)O1 (stereo not given)	-1.3
O=C1OC(c2ccccc2)(c2ccccc2)c2ccsc21	3.0
Cc1ccc(C(=O)NC2CC(C)(C)NC(C)(C)C2)cc1S(=O)(=O)N1CCOCC1	-3.8
C[C@H]1CN([C@@H](C)CO)C(=O)CCCn2cc(nn2)CO[C@@H]1CN(C)S(C)(=O)=O	-4.4
CCCN(C(=O)COC(=O)CCC(=O)c1ccccc1)c1c(N)n(Cc2ccccc2)c(=O)[nH]c1=O	12.7
CC(C)CSCC1OC(n2cnc3c(N)nccc32)C(O)C1O (stereo not given)	0.8
CC1CCCN(S(=O)(=O)c2cccc(C(=O)NCCCN3CCCC3=O)c2)C1 (stereo not given)	-0.2
CC1=C(C(=O)N(C)C)CC(CC(=O)NCCc2ccccn2)C(=O)N1Cc1ccc(F)cc1 (stereo not given)	-19.1
Cc1ccc(OCC(=O)NNC(=O)c2ccc(F)c(S(=O)(=O)N3CCOCC3)c2)cc1C	15.1
CCOCc1nnc(NC(=O)c2ccc3c(c2)OCO3)s1	2.3
Cc1ccc(S(=O)(=O)N2CCCCC2)cc1NCC(=O)Nc1ccc(Br)cc1F	10.5
Cc1ccc(C)c(OCc2cc(C(=O)N3CCN(C4CCCCC4)CC3)no2)c1	9.4
COc1ccc(CN2C(=O)c3ccccc3C2=O)cc1C(=O)N(C)CC(=O)Nc1ccc(C)cc1	-5.6
COc1ccc(-c2cc(C(F)(F)F)n3nc(C(N)=O)cc3n2)cc1	-9.5
CSc1ncccc1C(=O)NNC(=O)c1csc(N2CCOCC2)n1	-1.1
COc1ccc(S(=O)(=O)N=N/C=C2\C=CC=CN2O)cc1OC	2.9
CCCCn1c(N)c(N(C)C(=O)CCCn2c(=O)oc3ccccc32)c(=O)[nH]c1=O	-2.8
NS(=O)(=O)c1ccc(CCNC(=O)c2cccc(S(=O)(=O)N3CCc4ccccc43)c2)cc1	3.7

Screens: PubChem, National Center for Advancing Translational Sciences (NCATS)
